Bioassay records deposited in PubChem by several laboratories.
GDH-TPI counter – GDH-TPI coupling enzyme inhibitors, primary screen, artefact control for M. tuberculosis FBA inhibitor project, biochemical, absorbance, full deck; GDH-TPI coupled enzyme counterscreen, NADH absorbance; inhibition, % at 4.8 µM; actives 1.2% (n = 360,000); AID 588335, 2011; in the data active means inhibition above about 30%;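 further: 0% = DMSO wells and 100% = wells lacking the enzyme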
Rv3671c inh – Rv3671c serine protease inhibitors, primary screen, biochemical, fluorescence polarization, M. tuberculosis H37Rv. P9WHR9. inhibition, % at 5.96 µM. actives 0.048% (n = 320,000). AID 2606, 2010; in the data active means inhibition above about 38%;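 further: extracellular domain of Rv3671c used as enzyme; 0% = enzyme with DMSO and 100% = no enzyme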
MazEF act – activators of E. coli MazEF toxin-antitoxin RNase, primary screen, biochemical, fluorescence, uHTS | actives 0.32% (n = 350,000) | FAM/BHQ RNA-DNA oligo cleavage fluorescence, 5 h | activation, % at 20 µM | Endoribonuclease toxin MazF (Escherichia coli (strain K12)), P0AE70; in the data active means activation above about 50%
Target sequence (P0AE70 whole entry, looked up): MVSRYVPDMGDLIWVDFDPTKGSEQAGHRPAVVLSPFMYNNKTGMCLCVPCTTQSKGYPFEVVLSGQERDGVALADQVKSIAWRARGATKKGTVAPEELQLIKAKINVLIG
PriA SSB inh – inhibitors of Klebsiella pneumoniae PriA binding to SSB C-terminal tail, primary screen, biochemical, AlphaScreen | PriA–SSB C-terminal tail interaction (Klebsiella pneumoniae) | AlphaScreen SSBct-PriA binding, biotinylated peptide | inhibition, % at 33 µM | actives 0.6% (n = 430,000) | AID 1272365, 2023; in the data active means inhibition mostly above about 37%, no sharp cut-off; inactive means mostly below about 20%;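 further: plate controls were negative control peptide for no effect and reference peptide for full effect; strong numbers were not always called active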
FBA Mtb inh – Mtb FBA enzyme inhibitors, primary screen, biochemical, fluorescence, strain H37Rv; inhibition, % at 1 µM; actives 2.3% (n = 360,000); purified M. tuberculosis FBA, fluorescence read-out; Fructose-bisphosphate aldolase (Mycobacterium tuberculosis (strain ATCC 25618 / H37Rv)), …; in the data active means inhibition above about 27%;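 further: 0% = vehicle and 100% = reference inhibitor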
Target sequence (P9WQA3 whole entry, looked up): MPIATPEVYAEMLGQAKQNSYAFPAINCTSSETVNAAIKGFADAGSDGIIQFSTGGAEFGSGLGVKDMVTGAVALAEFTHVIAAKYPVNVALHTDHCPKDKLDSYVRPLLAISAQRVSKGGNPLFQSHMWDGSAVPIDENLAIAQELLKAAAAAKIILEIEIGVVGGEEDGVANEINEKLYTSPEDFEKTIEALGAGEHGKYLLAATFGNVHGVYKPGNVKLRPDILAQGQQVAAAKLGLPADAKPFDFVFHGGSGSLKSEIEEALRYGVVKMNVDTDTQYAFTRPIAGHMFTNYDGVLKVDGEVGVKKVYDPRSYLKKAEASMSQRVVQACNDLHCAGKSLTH
BH1578 lux ind – inducers of Vibrio cholerae quorum light production without autoinducers, primary screen, BH1578 luxS cqsA deficient, single point. V. cholerae BH1578 lux reporter, luminescence, 6 h. actives 0.16% (n = 350,000). activation, % at 18.7 µM; in the data active means activation mostly above about 9.7%, no sharp cut-off; further: not every result past the cut was called active; inactives centre near 0; reference of the scale not given here
DUSP3 inh – VHR1 phosphatase inhibitors, primary screen, biochemical, absorbance, uHTS. Dual specificity protein phosphatase 3 (Homo sapiens), P51452. AID 1654, 2009. inhibition, % at 13.3 µM. recombinant VHR phosphatase, pNPP absorbance. actives 0.52% (n = 290,000); in the data active means inhibition above about 50%; further: some compounds called inactive have numbers as strong as hits
Target sequence (P51452 whole entry, looked up): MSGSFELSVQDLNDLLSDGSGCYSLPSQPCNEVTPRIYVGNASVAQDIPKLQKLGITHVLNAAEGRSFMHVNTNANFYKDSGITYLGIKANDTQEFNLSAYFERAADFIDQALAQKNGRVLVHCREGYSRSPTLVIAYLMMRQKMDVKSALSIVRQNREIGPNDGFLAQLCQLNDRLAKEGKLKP
Mtb BioA inh – M. tuberculosis BioA enzyme inhibitors, primary screen, biochemical, plate reader, single point, HTS. purified M. tuberculosis BioA enzyme. inhibition, % at 9.99 µM. actives 0.096% (n = 360,000). 7,8-diaminopelargonic acid synthase BioA (Mycobacterium tuberculosis); in the data active means inhibition above about 40%
UGM FP inh – M. tuberculosis UGM enzyme inhibitors, primary screen, biochemical, fluorescence polarization, single point | purified UGM, fluorescence polarization probe displacement | inhibition, % at 10 µM | actives 0.06% (n = 320,000) | AID 504406, 2011; in the data active means inhibition above about 10%, passing the limit was not always enough
Target sequence (P9WIQ1 whole entry, looked up): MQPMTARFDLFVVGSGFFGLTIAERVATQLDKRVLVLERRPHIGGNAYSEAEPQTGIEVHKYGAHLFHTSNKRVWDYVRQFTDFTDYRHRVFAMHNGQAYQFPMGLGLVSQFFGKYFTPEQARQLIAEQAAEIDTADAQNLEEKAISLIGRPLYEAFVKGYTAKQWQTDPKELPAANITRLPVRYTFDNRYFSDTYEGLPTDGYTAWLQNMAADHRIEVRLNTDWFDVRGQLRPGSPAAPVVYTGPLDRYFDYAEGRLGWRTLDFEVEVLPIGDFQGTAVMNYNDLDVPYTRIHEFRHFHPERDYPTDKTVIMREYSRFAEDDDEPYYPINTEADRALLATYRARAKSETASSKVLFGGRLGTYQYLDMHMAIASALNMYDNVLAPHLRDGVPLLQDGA
3CLpro inhibitor – SARS-CoV 3CLpro protease inhibitors, primary screen, biochemical, quenched FRET. recombinant SARS-CoV 3CLpro, quenched FRET peptide cleavage. inhibition, % at 6 µM. actives 0.14% (n = 290,000). AID 1706, 2009; in the data active means inhibition above about 12%
The depositor's hits bear a star.

`CC(=O)OC[C@H]1O[C@@H](O[C@H]2C[C@]3(C)C(C[C@@H](O)C4C([C@]5(C)CC[C@@H](C(C)(C)O)O5)CC[C@]43C)[C@@]3(C)CC[C@H](O)C(C)(C)C23)[C@H](O[C@@H]2O[C@@H](C)[C@H](O)[C@@H](O)[C@H]2O)[C@@H](O)[C@@H]1O` (some centres undefined) gave GDH-TPI counter 1, Rv3671c inh -2, MazEF act 2, PriA SSB inh -20, FBA Mtb inh 0, BH1578 lux ind -0.6, Mtb BioA inh -1.2 and UGM FP inh 0.5.
`CCCNC(=O)CSc1nc(Cc2ccccc2)nc2ccccc12` gave GDH-TPI counter 11, Rv3671c inh -1, MazEF act 8, PriA SSB inh -6, FBA Mtb inh -2, BH1578 lux ind inactive, DUSP3 inh 35, Mtb BioA inh 0.1, UGM FP inh -2.4 and 3CLpro inhibitor 0.
`CC(C)(C)c1nnc(NC(=O)C2CC(=O)N(CCc3ccc(F)cc3)C2)s1` (centres undefined) gave GDH-TPI counter 0, Rv3671c inh -6, MazEF act 6, PriA SSB inh -10, FBA Mtb inh -1, BH1578 lux ind -0.3, DUSP3 inh 17, Mtb BioA inh -2.5, UGM FP inh -0.6 and 3CLpro inhibitor -1.
CCOc1ccc(N2C(=O)CNC2=S)cc1 was read as GDH-TPI counter 6, Rv3671c inh 0, MazEF act 9, PriA SSB inh -5, FBA Mtb inh 2, BH1578 lux ind 4.3, DUSP3 inh 26, Mtb BioA inh 0.4, UGM FP inh -0.1 and 3CLpro inhibitor -1.
Screening Cc1cc(Nc2ccc([N+](=O)[O-])cc2)nc2ccccc12 returned GDH-TPI counter 7, Rv3671c inh -21, MazEF act 3, PriA SSB inh -10, FBA Mtb inh -6, BH1578 lux ind inactive, DUSP3 inh 18, UGM FP inh -0.8 and 3CLpro inhibitor -3.
Screening O=C(O)c1ccc(NC(=S)NC(=O)c2ccc(-c3ccc(Br)cc3)o2)cc1 returned GDH-TPI counter 4, Rv3671c inh -5, MazEF act -34, PriA SSB inh -3, FBA Mtb inh 0, BH1578 lux ind -0.2, Mtb BioA inh -2.3, UGM FP inh 0.6 and 3CLpro inhibitor 0.
Screening CCOC(=O)C1CCN(C(=O)c2ccc3c(=O)n4nc(Nc5ccccc5OC)sc4nc3c2)CC1 returned GDH-TPI counter 13, MazEF act 4, FBA Mtb inh 1, BH1578 lux ind -0.3 and Mtb BioA inh -0.5.
`COc1ccc2c(c1)c(C(=O)N/N=C/c1ccc(OC)c(OC)c1)c(C)n2C` gave GDH-TPI counter 26, Rv3671c inh -9, MazEF act 2, FBA Mtb inh 1, BH1578 lux ind -0.5, DUSP3 inh 69, Mtb BioA inh -3.0 and 3CLpro inhibitor -4.
Screening COc1cc(-n2c(=S)[nH]c3ccccc3c2=O)c(Cl)cc1Cl returned GDH-TPI counter 3, Rv3671c inh -7, MazEF act 3, PriA SSB inh 3, FBA Mtb inh -3, BH1578 lux ind inactive, DUSP3 inh 25, Mtb BioA inh -1.4, UGM FP inh 0.2 and 3CLpro inhibitor 0.
`COC(=O)CSc1nnc(-c2ccc(S(=O)(=O)NCc3ccccc3Cl)cc2)o1` gave GDH-TPI counter -1, Rv3671c inh 1, MazEF act -2, PriA SSB inh 2, FBA Mtb inh 2, BH1578 lux ind inactive, DUSP3 inh 7, Mtb BioA inh -1.8, UGM FP inh 3.3 and 3CLpro inhibitor -2.
Screening CCOC(=O)N1CCC(NC(=O)c2cc(C(=O)Nc3ccc(OCC)cc3)ccc2CO)CC1 returned GDH-TPI counter -3, Rv3671c inh 8, MazEF act -8, PriA SSB inh -2, FBA Mtb inh 0, DUSP3 inh 8, Mtb BioA inh -2.3, UGM FP inh -0.2 and 3CLpro inhibitor -1.
For CCOC(=O)c1cnn(-c2nc(-c3ccccc3)nc3c2COC(C)(C)C3)c1N the results were GDH-TPI counter -5, Rv3671c inh -7, MazEF act 4, PriA SSB inh -11, FBA Mtb inh 9, BH1578 lux ind 0.6, DUSP3 inh -1, Mtb BioA inh -1.6, UGM FP inh 2.0 and 3CLpro inhibitor -3.
`CC(=O)OCCN(CCOC(C)=O)c1c(C)[nH]c(=O)[nH]c1=O` gave GDH-TPI counter -6, Rv3671c inh -3, MazEF act -1, PriA SSB inh -11, FBA Mtb inh -1, BH1578 lux ind -0.5, DUSP3 inh 12, Mtb BioA inh -1.7, UGM FP inh -1.7 and 3CLpro inhibitor 1.
`CCC(C)(C)C1CCC(=NNC(=S)Nc2ccccc2)CC1` (centres undefined) gave GDH-TPI counter -11, Rv3671c inh -3, MazEF act 5, PriA SSB inh 13, FBA Mtb inh 4, BH1578 lux ind 2.2, DUSP3 inh 3, Mtb BioA inh 1.2, UGM FP inh 1.6 and 3CLpro inhibitor -1.
For CN1CCCC(OC(=O)c2ccc(C(C)(C)C)cc2)C1 (centres undefined) the results were GDH-TPI counter -8, Rv3671c inh -4, MazEF act 4, PriA SSB inh -2, FBA Mtb inh 1, BH1578 lux ind inactive, DUSP3 inh 5, Mtb BioA inh -1.1, UGM FP inh 2.6 and 3CLpro inhibitor 5.
Screening COc1cccc(-c2[nH]nc3c2C(c2ccoc2)C(C#N)=C(N)O3)c1 (centres undefined) returned GDH-TPI counter 27, Rv3671c inh -6, MazEF act 1, PriA SSB inh 1, FBA Mtb inh 3, BH1578 lux ind -1.4, DUSP3 inh 20, Mtb BioA inh -3.3, UGM FP inh 1.8 and 3CLpro inhibitor 1.
Screening COc1ccc(/C=C2\Sc3ccc(C(=O)NCC4CCCO4)cc3N(C)C2=O)cc1 (centres undefined) returned GDH-TPI counter 11, Rv3671c inh -10, MazEF act 8, PriA SSB inh -4, FBA Mtb inh 2, BH1578 lux ind -0.3, DUSP3 inh 7, Mtb BioA inh 1.8, UGM FP inh -0.7 and 3CLpro inhibitor -2.
For CC(C)C(OC(=O)c1nsc(Cl)c1Cl)C(=O)NCc1ccccc1 (centres undefined) the results were GDH-TPI counter -3, Rv3671c inh 6, MazEF act 6, PriA SSB inh -15, FBA Mtb inh -1, BH1578 lux ind -0.3, DUSP3 inh 12, Mtb BioA inh -0.1, UGM FP inh -2.7 and 3CLpro inhibitor 4.
CCCc1ncc(C(O)(c2ccccc2)c2ccccc2)n1C was read as GDH-TPI counter 10, Rv3671c inh 2, MazEF act -10, PriA SSB inh 6, FBA Mtb inh 0, BH1578 lux ind -0.1, DUSP3 inh 24, UGM FP inh -1.2 and 3CLpro inhibitor 3.
`COCC(=O)NCc1nc2ccccc2[nH]1` gave GDH-TPI counter 3, Rv3671c inh 3, MazEF act 0, PriA SSB inh -6, FBA Mtb inh -1, BH1578 lux ind inactive, DUSP3 inh 12, Mtb BioA inh 0.1, UGM FP inh -1.2 and 3CLpro inhibitor -1.
For COc1ccc(C2C(C(=O)c3ccco3)=C(O)C(=O)N2c2nnc(C)s2)cc1OC (centres undefined) the results were GDH-TPI counter -5, Rv3671c inh -1, MazEF act 15, PriA SSB inh -7, FBA Mtb inh -5, BH1578 lux ind inactive, DUSP3 inh 12, Mtb BioA inh -1.4, UGM FP inh 1.6 and 3CLpro inhibitor 4.
Screening Cc1cccc(C(=O)NNC(=O)c2ccccc2C)c1 returned GDH-TPI counter 7, Rv3671c inh -8, MazEF act 3, PriA SSB inh -4, FBA Mtb inh -2, BH1578 lux ind -0.2, DUSP3 inh 4, UGM FP inh -0.2 and 3CLpro inhibitor -2.
For CCOc1cc(/C=N/NC(=O)C(=O)N2CCCC2)ccc1O the results were GDH-TPI counter 18, Rv3671c inh -11, MazEF act 5, FBA Mtb inh 1, BH1578 lux ind -0.6, DUSP3 inh -17, UGM FP inh 1.9 and 3CLpro inhibitor 5.
`COc1ccc(CC(=O)Nc2cc(C)ccn2)cc1OC` gave GDH-TPI counter -2, Rv3671c inh 5, MazEF act 1, PriA SSB inh -11, FBA Mtb inh 1, BH1578 lux ind -0.6, Mtb BioA inh 1.5 and UGM FP inh 5.2.
`CCCOC(=O)Nc1cccc(C(C)=O)c1` gave GDH-TPI counter -1, Rv3671c inh 4, MazEF act 2, PriA SSB inh -2, FBA Mtb inh 2, BH1578 lux ind -2.0, DUSP3 inh 22, Mtb BioA inh 1.4, UGM FP inh 1.1 and 3CLpro inhibitor -3.
For COc1cc(OC)cc(C(=O)O/N=C(\N)c2ccncc2)c1 the results were GDH-TPI counter -2, Rv3671c inh -1, MazEF act 11, PriA SSB inh inactive, FBA Mtb inh -2, BH1578 lux ind -1.0, DUSP3 inh 43, Mtb BioA inh -1.4, UGM FP inh 0.7 and 3CLpro inhibitor -5.
`COc1cccc(C(=O)NCC2CCCN(C(=O)c3ccc(C=O)cc3)C2)c1OC` (centres undefined) gave GDH-TPI counter -7, Rv3671c inh 0, MazEF act 6, PriA SSB inh -8, FBA Mtb inh -2, BH1578 lux ind 1.1, DUSP3 inh 6, Mtb BioA inh 4.8, UGM FP inh -13 and 3CLpro inhibitor 1.
For Cc1cc(C)n(CC(O)Cn2cnc3c2c(=O)n(C)c(=O)n3C)n1 (centres undefined) the results were GDH-TPI counter -12, Rv3671c inh -5, MazEF act -3, PriA SSB inh -5, FBA Mtb inh -2, BH1578 lux ind inactive, DUSP3 inh 9, Mtb BioA inh -3.4, UGM FP inh 0.5 and 3CLpro inhibitor -8.
`COc1cc(/C=C/C(=O)OCC(=O)NC(=O)NCc2ccco2)ccc1OC(F)F` gave GDH-TPI counter 6, Rv3671c inh -1, MazEF act 4, PriA SSB inh -13, FBA Mtb inh 1, BH1578 lux ind -7.6, Mtb BioA inh -1.7 and UGM FP inh -2.9.

Of the compounds above, 5 contain four or more nitrogen atoms:
`CC(C)(C)c1nnc(NC(=O)C2CC(=O)N(CCc3ccc(F)cc3)C2)s1` (centres undefined) gave GDH-TPI counter 0, Rv3671c inh -6, MazEF act 6, PriA SSB inh -10, FBA Mtb inh -1, BH1578 lux ind -0.3, DUSP3 inh 17, Mtb BioA inh -2.5, UGM FP inh -0.6 and 3CLpro inhibitor -1.
Screening CCOC(=O)C1CCN(C(=O)c2ccc3c(=O)n4nc(Nc5ccccc5OC)sc4nc3c2)CC1 returned GDH-TPI counter 13, MazEF act 4, FBA Mtb inh 1, BH1578 lux ind -0.3 and Mtb BioA inh -0.5.
For CCOC(=O)c1cnn(-c2nc(-c3ccccc3)nc3c2COC(C)(C)C3)c1N the results were GDH-TPI counter -5, Rv3671c inh -7, MazEF act 4, PriA SSB inh -11, FBA Mtb inh 9, BH1578 lux ind 0.6, DUSP3 inh -1, Mtb BioA inh -1.6, UGM FP inh 2.0 and 3CLpro inhibitor -3.
Screening COc1cccc(-c2[nH]nc3c2C(c2ccoc2)C(C#N)=C(N)O3)c1 (centres undefined) returned GDH-TPI counter 27, Rv3671c inh -6, MazEF act 1, PriA SSB inh 1, FBA Mtb inh 3, BH1578 lux ind -1.4, DUSP3 inh 20, Mtb BioA inh -3.3, UGM FP inh 1.8 and 3CLpro inhibitor 1.
For Cc1cc(C)n(CC(O)Cn2cnc3c2c(=O)n(C)c(=O)n3C)n1 (centres undefined) the results were GDH-TPI counter -12, Rv3671c inh -5, MazEF act -3, PriA SSB inh -5, FBA Mtb inh -2, BH1578 lux ind inactive, DUSP3 inh 9, Mtb BioA inh -3.4, UGM FP inh 0.5 and 3CLpro inhibitor -8.

Only part of the results is shown, so the mix of outcomes need not match the whole.
